FN deposit inh – fibronectin deposition inhibition; AH1F fibroblasts, Alexa488-fibronectin deposition fluorescence, overnight; inhibition, % at 12.6 µM; actives 0.086% (n = 350,000); AID 743247;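 active means mean inhibition across replicates of 30% or more, regardless of how many single replicates reach that level; inconclusive means mean under 30% yet at least half of replicates reach 30%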;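 further: positive control wells lacked labelled fibronectin entirely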
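Material: AH1F fibroblast monolayer depositing Alexa488-labelled fibronectin into matrix | Input: 10000 AH1F cells/well | Medium: DMEM plus 2% serum, read in PBS | Reagent: Alexa488-fibronectin, 24 nM final in well | Compound dosing: One dose per compound, pinned | Schedule: 1 h adhesion, overnight exposure | Measured by: Fluorescence at 485 nm excitation, 525 nm emission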
S100A4 MyoIIA – S100A4-myosin IIA interaction inhibition. actives 0.14% (n = 360,000). S100A4/TAMRA-MyoIIA peptide fluorescence polarization. inhibition, % at 10.7 µM. P26447;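 active means mean inhibition of at least 70% across replicates, with every replicate also reaching that level; inconclusive means mean inhibition reaches 70% but some replicates fall short; inactive means mean inhibition below 70%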
Target sequence (P26447 whole entry, looked up): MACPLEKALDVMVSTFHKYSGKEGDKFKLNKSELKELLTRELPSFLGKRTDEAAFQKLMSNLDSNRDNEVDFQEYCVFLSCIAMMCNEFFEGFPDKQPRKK
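incubation = readout 5 min after mixing, signal stable up to 60 min | system = S100A4 monomer protein | buffer or medium = HEPES pH 7.2 with CaCl2, KCl, NaCl, DTT, Triton | benchmarks = neutral control DMSO, positive control TFP | also added = fluorescent myosin IIA peptide, 5 nM | compound dosing = one concentration per compound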
Casp6 inh – blocks human caspase-6 cleavage activity; purified caspase-6, Z-VEID-R110 cleavage fluorescence; inhibition, % at 12.5 µM; actives 0.53% (n = 350,000);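 active means mean inhibition across replicates at least about 35%, with every replicate also reaching that limit, limit read from the data; inconclusive means only one of the two criteria met; inactive means neither criterion met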;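 further: 0% = median of neutral control wells and 100% = no fluorescence left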
Target sequence (P55212 24-179 limits assumed): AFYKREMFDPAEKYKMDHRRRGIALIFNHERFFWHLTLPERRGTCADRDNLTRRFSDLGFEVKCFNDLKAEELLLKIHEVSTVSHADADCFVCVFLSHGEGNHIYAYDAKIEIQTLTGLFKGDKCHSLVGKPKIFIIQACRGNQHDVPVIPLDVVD
Target sequence (P55212 194-293 limits assumed): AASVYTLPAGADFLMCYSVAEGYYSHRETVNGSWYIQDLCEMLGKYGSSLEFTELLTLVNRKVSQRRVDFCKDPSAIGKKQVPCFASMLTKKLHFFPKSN
SIRT5 inh – inhibitors of human sirtuin-5 desuccinylase; Q9NXA8; Purified SirT5, succinyl-peptide AMC, trypsin-coupled fluorescence; inhibition, % at 15 µM; actives 1.1% (n = 330,000); AID 652115; in the data active means inhibition above about 15%; inconclusive means no clear call, values can overlap the other calls
Target sequence (Q9NXA8 whole entry, looked up): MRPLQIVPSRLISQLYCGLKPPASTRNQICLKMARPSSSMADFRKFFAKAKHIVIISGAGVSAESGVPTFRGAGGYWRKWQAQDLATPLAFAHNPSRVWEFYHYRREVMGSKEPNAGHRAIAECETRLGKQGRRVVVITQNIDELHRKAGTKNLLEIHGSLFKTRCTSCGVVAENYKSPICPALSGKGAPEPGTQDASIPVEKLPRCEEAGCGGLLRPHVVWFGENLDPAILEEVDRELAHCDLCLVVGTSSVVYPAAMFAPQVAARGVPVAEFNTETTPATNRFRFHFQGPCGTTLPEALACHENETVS
Statin myotox sup – protects C2C12 myotubes from simvastatin toxicity; ATP luminescence, 48 h; scaled: DMSO 0, geranylgeraniol control 100; rescue of ATP level, % at 7.49 µM; actives 0.78% (n = 330,000);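 active means mean ATP rescue above about 67%, or every replicate alone reaching that limit, limit read from the data, passing the limit was not always enough; inconclusive means no clear call, values can overlap the other calls; inactive means mean under the limit and some replicate under it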;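 further: myotubes were challenged with 10 µM simvastatin during compound exposure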
LGR2 antag – Drosophila LGR2 receptor signaling inhibition; HEK293 LGR2, CRE-luciferase, bursicon-stimulated, 4 h; actives 0.35% (n = 380,000); AID 720647; inhibition, % at 9.99 µM;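 active means drop in luminescence signal, shown as inhibition above about 50% in the replicate tests, limit read from the data, passing the limit was not always enough; inconclusive means probably only some replicates passing the limit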;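 further: agonist challenge used bursicon conditioned medium at about half maximal strength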
esBAF inh – blocks esBAF chromatin remodeling in mouse ES cells; actives 2% (n = 350,000); reporter increase, % at 12.5 µM; Bmi1-luciferase knock-in reporter, 24 h; 100% = twice the neutral-well signal; in the data active means activation above about 40%; inconclusive means no clear call, values can overlap the other calls;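 further: 0% = median of the plate's neutral control wells and 100% = double that signal; a rise in the Bmi1 reporter signal indicates esBAF inhibition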
Active calls of the source: *; ? = inconclusive; . = no result given. This is a subset; count on the stated rates, not on these rows.

SMILES | FN deposit inh | S100A4 MyoIIA | Casp6 inh | SIRT5 inh | Statin myotox sup | LGR2 antag | esBAF inh
O=C(C[C@@H]1C=C[C@H](NC(=O)C2CC2)[C@H](CO)O1)Nc1nccs1 | 9 | -1 | 83* | 6 | 4 | -9 | 2
CNC(=O)CCc1[nH]c2ccccc2c1Sc1ccccc1 | -1 | 0 | 1 | 1 | . | 16 | .
CN1CCC(N(C)C(=O)/C(C#N)=C/c2ccccc2)CC1 | -3 | -2 | -36 | -6 | -11 | -6 | -2
C[C@@H]1CCCCO[C@H](CN(C)Cc2ccccc2)[C@@H](C)CN([C@H](C)CO)C(=O)c2cc(NS(=O)(=O)c3ccc(F)cc3)ccc2O1 | 4 | 0 | 1 | 0 | . | 5 | -4
COC(=O)c1c(NC(C)=O)sc(Cc2ccccc2)c1C | -4 | . | . | . | 11 | . | -9
Cc1cccc(OCCc2c(C)[nH]c(=S)[nH]c2=O)c1 | 12 | 4 | -1 | -1 | 5 | 19 | -13
O=C(c1ccncc1)N1CC(=O)N2[C@H](CO)[C@@H](c3ccc(/C=C/c4ccccc4)cc3)[C@H]2C1 | . | 0 | 0 | 0 | . | -18 | .
COC(=O)[C@]12CCCCC=C1N(Cc1ccco1)C(=O)[C@H](CC(=O)N1CCN(C(=O)c3ccco3)CC1)C2 | 7 | -4 | 1 | 1 | . | -3 | .
O=C(CCCOc1ccc(Cl)cc1)N1CCOCC1 | -1 | . | . | . | 12 | . | 29
Nc1nc2n(n1)C(c1ccccc1Cl)CC(c1ccc(F)cc1)N2 (stereo not given) | -5 | -1 | 5 | . | 15 | -10 | 3
COCCn1c(SCC(=O)Nc2ccc3[nH]c(=O)[nH]c3c2)nc2ccccc21 | -1 | 62 | -1 | -8 | 1 | 15 | -5
O=S(=O)(c1ccc(Cl)s1)N1CCCc2cccc(O)c21 | -2 | . | . | . | -4 | . | 84*
COc1ccccc1C(=O)N/C(=C\c1ccc(Br)cc1)C(=O)NCCCO | -1 | 4 | 0 | -2 | . | 20 | .
COC(=O)Nc1ccc(OC)c(OC)c1 | . | . | . | . | -2 | -21 | -2
CC(C)CC#Cc1ccc2c(c1)O[C@@H](CN(C)S(=O)(=O)c1cccc(F)c1)[C@H](C)CN([C@H](C)CO)S2(=O)=O | . | -9 | 2 | 19* | -65 | 9 | -3
CC(C)NC(=O)N(C)C[C@@H]1OCCCC[C@@H](C)Oc2ccc(NC(=O)CCC(F)(F)F)cc2C(=O)N([C@@H](C)CO)C[C@@H]1C | 4 | 5 | 7 | -3 | . | -4 | .
CCOCCCn1c(=NC(=O)c2ccco2)c(C(=O)OCC)cc2c(=O)n3cccc(C)c3nc21 | 2 | -3 | 4 | -40 | -15 | . | -2
CN(C(=O)CCc1nnc(CCCCc2ccccc2)o1)C1CCOCC1 | -19 | -16 | -1 | -1 | . | -2 | .
O=C(C[C@@H]1CC[C@H]2[C@@H](COC[C@@H](O)CN2Cc2nccs2)O1)NCc1ccc(-c2ccccc2)cc1 | -2 | -3 | -1 | 3 | 18 | -8 | -2
CO[C@H]1CN(C)C(=O)c2ccc(NC(=O)c3ccccc3F)cc2OC[C@H](C)NC[C@@H]1C | 9 | 126* | -3 | 2 | . | 1 | .
CCCNC(=O)CC1Sc2ccccc2NC1=O (stereo not given) | -13 | . | . | . | -11 | 19 | -1
CCCn1c(S(=O)(=O)O)nc2ccccc21 | -4 | -1 | 1 | -2 | 8 | 1 | 0
COC(=O)C1=C(C)N(CC2CC2)C(=O)N[C@H]1c1ccc(Br)cc1 | 1 | -2 | -2 | -5 | . | 14 | .
Cc1noc(C)c1S(=O)(=O)N(C)C[C@@H]1Oc2ccc(NC(=O)Cn3cnnn3)cc2CC(=O)N([C@H](C)CO)C[C@@H]1C | . | 3 | -3 | 1 | -4 | -25 | 5
CC1=CC2=NC(=O)/C(=C\c3cc(C)n(-c4cccc(Cl)c4)c3C)C(=N)N2O1 | 1 | -5 | 0 | -3 | . | 16 | .
Oc1ccccc1CNc1ccc2c(c1)OCCO2 | -2 | -4 | 0 | -5 | 3 | -15 | -41
CC(Oc1ccccc1)C(=O)Nc1ccc(S(=O)(=O)NCC2CCCO2)cc1 (stereo not given) | . | . | . | . | 6 | -4 | 14
COc1ccc(C2c3ccc(O)cc3Oc3ncn(Cc4ccccc4)c(=N)c32)cc1OC (stereo not given) | 3 | 5 | 0 | 0 | . | -2 | .
CCN1CCN(C(=O)C(Cc2ccccc2)NC(=O)c2ccc(Cl)c(S(=O)(=O)N(C)C)c2)CC1 (stereo not given) | -9 | 0 | -10 | 0 | 6 | . | 3
COc1ccc2c3c([nH]c2c1)[C@H](CO)N(Cc1ccccc1)CC31CN(S(=O)(=O)c2ccc(C)cc2)C1 | . | 13 | 4 | 8 | . | -4 | .
Cc1cccc(NC(=S)NC(=O)Cc2ccccc2)c1C | -2 | -3 | 3 | -1 | -8 | -9 | -5
O=C(CCC(=O)Nc1ccccc1Cl)NNS(=O)(=O)c1ccc(Cl)cc1 | 2 | -4 | 1 | -3 | 11 | -17 | 4
C(=N\NC1=NCCN1)/c1ccncc1 | -2 | 2 | -5 | -5 | 0 | -1 | -4
CN1CCN(C(=O)C2=C[C@@H](c3csc4ccccc34)C[C@@H](OCc3ccc(CO)cc3)O2)CC1 | 6 | 0 | 2 | . | 7 | -8 | -3
CCNC(=O)C1(C)CCN(C(=O)c2ccc(C(F)(F)F)cc2)C1 (stereo not given) | . | 0 | 0 | . | -3 | -3 | -12
CC(C)CC(=O)N1CCN(C(=O)c2ccc(-c3ccccc3)cc2)CC1 | -2 | -6 | 0 | 3 | 11 | -3 | -2
COc1cccc(OC)c1C(=O)Nc1ccccc1NC(=O)c1c(OC)cccc1OC | . | -8 | -2 | -3 | ? | 6 | 1
CCCN1C[C@@H](C)[C@H](OC)CN(C)C(=O)c2ccc(NC(=O)c3ccc4c(c3)OCO4)cc2OC[C@H]1C | 9 | 6 | 1 | . | 24 | 12 | -2
O=C(Cc1ccc(Cl)cc1)Nc1ccc(Br)cn1 | -6 | -1 | 0 | -3 | -5 | -17 | 43
O=C(CSc1nnc2c(Cl)cc(Cl)cn12)N1CCN(c2ccc(F)cc2)CC1 | 2 | . | . | . | 2 | 6 | -2
COC(=O)c1ccccc1S(=O)(=O)N1CCC(C(=O)NCC2CCCO2)CC1 (stereo not given) | 7 | -9 | 3 | -3 | -4 | -7 | 4
COc1ccc(Cl)cc1NC(=O)CSC1=NN2CCCC(=O)N=C2S1 | 19 | 1 | 6 | -1 | -4 | 1 | 2
CCn1c(C)nnc1SCC(=O)Nc1ccc(N2CCOCC2)cc1 | . | 5 | 1 | -2 | -2 | 0 | 4
C[C@H]1CN([C@@H](C)CO)C(=O)Cc2cc(NC(=O)NC3CCCCC3)ccc2O[C@H]1CN(C)S(=O)(=O)c1ccc(F)cc1 | . | -3 | 1 | -6 | -10 | -2 | -1
Cc1ccc(C(=O)Nc2ccccc2C(=O)NC(Cc2ccccc2)C(=O)O)cc1 (stereo not given) | 4 | -5 | 1 | 5 | -4 | 7 | 16
c1ccc(-c2n[nH]c3ccccc23)cc1 | . | -1 | 1 | -4 | 10 | . | 2
CN(C)S(=O)(=O)c1cccc(NC(=O)COC(=O)[C@H](Cc2ccccc2)NC(=O)c2ccco2)c1 | -5 | -4 | -1 | 1 | 1 | 7 | 5
O=C(O)C[C@@H]1C[C@H]2c3cc(NC(=O)NC4CCCCC4)ccc3O[C@H]2[C@H](CO)O1 | 8 | -2 | -2 | -1 | 5 | 3 | 1
O=C(c1ccc2c(c1)OCCO2)C1CCN(S(=O)(=O)c2cccc(F)c2)CC1 | 0 | . | . | . | 17 | -5 | -3
Cc1ccc(NS(=O)(=O)c2ccc(-c3coc(C)n3)cc2)c(C)c1 | 11 | 10 | -1 | -4 | 4 | -7 | 6
CCCC(C)NC(=O)c1cccc(Oc2ccccc2)c1 (stereo not given) | -8 | -1 | 0 | -5 | -21 | -16 | 2
C[C@@H]1CN([C@H](C)CO)C(=O)Cc2cc(NC(=O)C3CC3)ccc2O[C@H]1CN(C)C(=O)Nc1ccc(C(F)(F)F)cc1 | . | 20 | -5 | 0 | 9 | 14 | -5
COc1ccccc1/C=C/c1nc(S(=O)(=O)c2ccccc2)c(NCCN(C)C)o1 | 10 | 5 | -20 | 12 | 18 | -1 | 1
C[C@@]12C(=O)N(Cc3ccccc3)CC(=O)N1[C@H](/C=C/c1ccccc1)[C@@H]1C(=O)N(c3ccccc3)C(=O)[C@@H]12 | 2 | 5 | 2 | -2 | . | . | .
Nc1nonc1/C(=N/O)N1CCN(CCO)CC1 | -4 | . | . | . | -4 | . | -4
CC(c1nccs1)N(C)C(=O)CCc1nnc(-c2ccc(-c3ccccc3)cc2)o1 (stereo not given) | -2 | -2 | 4 | -5 | . | -18 | .
CCN(CC)C(=O)c1ccc2c(c1)N(Cc1ccccc1)C(=O)CS2=O (stereo not given) | 10 | -1 | 0 | . | -1 | -1 | 1
COc1ccccc1CNC(=O)C(NS(=O)(=O)c1cccc2nsnc12)C(C)C (stereo not given) | 0 | 4 | 2 | 19* | 11 | -5 | -6
Cc1ccccc1SCC(=O)OCC(=O)Nc1sccc1C(N)=O | 0 | -6 | -1 | -2 | . | -6 | .

Molecules from the list above that contain an aryl methoxy group, in the order listed:
SMILES | FN deposit inh | S100A4 MyoIIA | Casp6 inh | SIRT5 inh | Statin myotox sup | LGR2 antag | esBAF inh
COc1ccccc1C(=O)N/C(=C\c1ccc(Br)cc1)C(=O)NCCCO | -1 | 4 | 0 | -2 | . | 20 | .
COC(=O)Nc1ccc(OC)c(OC)c1 | . | . | . | . | -2 | -21 | -2
COc1ccc(C2c3ccc(O)cc3Oc3ncn(Cc4ccccc4)c(=N)c32)cc1OC (stereo not given) | 3 | 5 | 0 | 0 | . | -2 | .
COc1ccc2c3c([nH]c2c1)[C@H](CO)N(Cc1ccccc1)CC31CN(S(=O)(=O)c2ccc(C)cc2)C1 | . | 13 | 4 | 8 | . | -4 | .
COc1cccc(OC)c1C(=O)Nc1ccccc1NC(=O)c1c(OC)cccc1OC | . | -8 | -2 | -3 | ? | 6 | 1
COc1ccc(Cl)cc1NC(=O)CSC1=NN2CCCC(=O)N=C2S1 | 19 | 1 | 6 | -1 | -4 | 1 | 2
COc1ccccc1/C=C/c1nc(S(=O)(=O)c2ccccc2)c(NCCN(C)C)o1 | 10 | 5 | -20 | 12 | 18 | -1 | 1
COc1ccccc1CNC(=O)C(NS(=O)(=O)c1cccc2nsnc12)C(C)C (stereo not given) | 0 | 4 | 2 | 19* | 11 | -5 | -6

Screening results (PubChem)
